RGS4-Gao reg: human RGS4-Galphao interaction regulation. Multiplexed bead flow cytometry, RGS4-Galphao binding; actives lie on both sides. P09471. binding response (% of control), % at 10 µM. AID 1415. 220,000 tested, 0.33% active; in the data active = binding response below about 49% or above about 150%; inactive = in between;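 note: fluorescent Galphao activated with aluminum fluoride binding bead-coupled RGS4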
RGS8-Gao reg: modulates binding of RGS8 to human Galphao | P09471 | multiplexed bead flow cytometry; actives lie on both sides | response (percent of control binding), % at 10 µM | 220,000 tested, 0.34% active; in the data active = response below about 60% or above about 140%; inactive = in between;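 note: Galphao activated as the GDP aluminium fluoride complex binding bead-coupled RGS8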
Bcl-W Bim block: inhibitors of Bim-Bcl-W interaction, human; Q92843; bead-based flow cytometry, Bim peptide-Bcl-W binding; inhibition, % at 10 µM; 190,000 tested, 0.02% active;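 note: 0% = bound tracer without compound and 100% = peptide blocker; higher means less fluorescent Bim peptide bound to Bcl-W beads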
Target sequence (Q92843 whole entry, looked up): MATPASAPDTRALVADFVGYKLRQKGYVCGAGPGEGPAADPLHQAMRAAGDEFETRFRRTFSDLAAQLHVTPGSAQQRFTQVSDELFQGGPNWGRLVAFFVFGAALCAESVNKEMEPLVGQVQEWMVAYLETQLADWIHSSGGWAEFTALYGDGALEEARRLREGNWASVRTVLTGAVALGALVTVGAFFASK
ABCG2 block: inhibitors of human ABCG2 transporter, ABCB1 counter-screen; Q9UNQ0; IgMXP3 cells, JC-1 efflux, flow cytometry; inhibition, % at 6.6 µM; 190,000 tested, 0.1% active; AID 1325;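 active = inhibition above 80%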;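 note: 0% = DMSO and 100% = nicardipine control wells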
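Test system: ABCG2 IgMXP3 and barcoded ABCB1 CCRF-Adr cell mix; Schedule: cells with compound and JC-1, 10 min at 25 °C, rotating, no wash; Technique: flow cytometry of retained JC-1 fluorescence; Measure: % inhibition of efflux relative to nicardipine and DMSO; Controls: nicardipine high and DMSO low controls.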
GSH fluor: GSH bead compound fluorescence profile; GSH beads flow cytometry, compound fluorescence 488/530 nm; hits give high values; fluorescence (KMESF) at 10 µM; 190,000 tested, 0.25% active; in the data active = fluorescence above about 89;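 note: glutathione beads carrying GST-tagged Bcl family fusion proteins plus one bare bead set; values are compound well signal with DMSO vehicle wells as background; inactives centre near 16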
Bcl-2 Bim block: human Bim-Bcl-2 interaction inhibition; Bead-based flow cytometry, Bim peptide-Bcl-2 binding; AID 950; inhibition, % at 10 µM; 190,000 tested, 0.06% active; P10415; in the data active = inhibition above about 40%;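 note: 0% = no compound wells with probe peptide and 100% = reference peptide inhibitor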
Target sequence (P10415 whole entry, looked up): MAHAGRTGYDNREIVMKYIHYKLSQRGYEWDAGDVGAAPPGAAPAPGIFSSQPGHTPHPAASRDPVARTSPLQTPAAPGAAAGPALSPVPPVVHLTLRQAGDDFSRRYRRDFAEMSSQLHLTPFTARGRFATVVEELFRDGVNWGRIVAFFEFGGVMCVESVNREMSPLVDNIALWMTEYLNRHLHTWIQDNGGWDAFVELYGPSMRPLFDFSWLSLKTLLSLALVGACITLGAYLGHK
ABCB1 inh: human ABCB1 inhibition, ABCG2 as counter-screen; 190,000 tested, 0.067% active; CCRF-Adr cells, JC-1 efflux, flow cytometry; inhibition, % at 6.6 µM; P08183; in the data active = inhibition above about 40%;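 note: 0% = vehicle and 100% = reference inhibitor; higher value means more JC-1 retained so stronger ABCB1 efflux block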
Bim-Bfl-1: inhibitors of Bim-Bfl-1 interaction, human; Bead-based flow cytometry, Bim-Bfl-1 binding inhibition; inhibition, % at 10 µM; 190,000 tested, 0.12% active; AID 1008;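 note: 0% = wells without compound plus tracer and 100% = blocker peptide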
Bcl-XL Bim block: inhibitors of Bim-Bcl-XL interaction, human | Q07817 | Bim peptide-Bcl-XL binding, bead flow cytometry, fluorescence | inhibition, % at 10 µM | 190,000 tested, 0.04% active | AID 1007
Target sequence (Q07817 whole entry, looked up): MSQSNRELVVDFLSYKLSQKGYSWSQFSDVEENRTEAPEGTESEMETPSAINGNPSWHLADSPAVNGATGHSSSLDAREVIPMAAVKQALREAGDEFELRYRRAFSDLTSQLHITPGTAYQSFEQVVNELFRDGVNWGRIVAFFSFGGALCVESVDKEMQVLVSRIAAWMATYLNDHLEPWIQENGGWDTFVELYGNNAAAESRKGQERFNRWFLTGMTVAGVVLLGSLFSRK
Bcl-B Bim block: disrupts Bim peptide binding to human Bcl-B. bead-based flow cytometry. 190,000 tested, 0.073% active. inhibition, % at 10 µM. Q9HD36;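 note: 0% = tracer peptide without compound and 100% = reference inhibitor peptide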
Target sequence (Q9HD36 whole entry, looked up): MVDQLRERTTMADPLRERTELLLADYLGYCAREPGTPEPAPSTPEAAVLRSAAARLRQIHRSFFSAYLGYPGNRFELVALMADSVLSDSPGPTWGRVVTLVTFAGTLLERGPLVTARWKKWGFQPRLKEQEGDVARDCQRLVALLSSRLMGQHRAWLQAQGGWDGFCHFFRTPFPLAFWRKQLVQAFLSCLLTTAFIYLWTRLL
RGS7-Gao: regulators of human RGS7-Galphao interaction | 220,000 tested, 0.35% active | Multiplexed bead flow cytometry, RGS7-Galphao binding; actives lie on both sides | binding response (% of control), % at 10 µM | AID 1439 | P09471; in the data active = binding response below about 49% or above about 150%;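 note: fluorescent Galphao held in activated GDP-AlF4 state binding bead-coupled RGS7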
Active calls of the source: *. Cut-off read from the data, not from the text of the source, unless noted: active = inhibition above about 40%.

SMILES | RGS4-Gao reg | RGS8-Gao reg | Bcl-W Bim block | ABCG2 block | GSH fluor | Bcl-2 Bim block | ABCB1 inh | Bim-Bfl-1 | Bcl-XL Bim block | Bcl-B Bim block | RGS7-Gao
CCNC(=S)Nc1ccc(-c2nc3ccccc3[nH]2)cc1 | 102 | 102 | 1 | -1 | 12 | 4 | -1.3 | -2 | -2 | -5 | 109
Clc1ccc(CSc2ccc(-c3ccccn3)nn2)cc1 | 107 | 104 | -3 | 0 | 75 | 2 | -0.1 | 0 | -4 | -2 | 102
Cc1occc1C(=O)Nc1cccnc1 | 103 | 89 | 2 | 2 | 16 | 0 | 0.4 | 0 | 0 | -1 | 99
CN(c1ccccc1C(=O)NCc1ccccn1)S(C)(=O)=O | 102 | 101 | 0 | 2 | 21 | -7 | 0.4 | 8 | -10 | -11 | 106
CN1/C(=C\C(=O)COC(=O)CNC(=O)c2ccc3ccccc3c2)C(C)(C)c2ccccc21 | 105 | 100 | -4 | 4 | 10 | -1 | 3.2 | -1 | -3 | -7 | 106
CCOC(=O)c1c(C)c(C(=O)NCc2ccc3c(c2)OCO3)c(C)n1CC | 104 | 110 | -3 | 3 | 22 | -3 | -0.4 | -1 | -3 | -4 | 104
COc1cccc(/C=C/C(=O)OCC(=O)NCc2ccco2)c1OC | 99 | 100 | 0 | 8 | 6 | 2 | 0.4 | 0 | -1 | 0 | 98
CCCN(CCC)CC(O)COc1ccc([N+](=O)[O-])cc1 (stereo not given) | 101 | 99 | -6 | 3 | 38 | -5 | 0.6 | -7 | -1 | -6 | 102
CC(C)OCCCn1c(=NC(=O)c2ccncc2)c(C#N)cc2c(=O)n3ccccc3nc21 | 97 | 95 | 0 | 4 | 14 | 0 | 0.7 | 1 | 0 | -5 | 99
COc1cc(CN2CCC(C(=O)N3CCN(c4ccccc4F)CC3)CC2)cc(OC)c1OC | 100 | 100 | -1 | -4 | 35 | -7 | -2.4 | -12 | 0 | -6 | 99
Cn1c(=O)[nH]c(=O)c2c1nc(Sc1ncccn1)n2CCCc1ccccc1 | 103 | 102 | 3 | 2 | 38 | -1 | 0.9 | -10 | -6 | -7 | 98
Cc1cc(C)c(S(=O)(=O)N2CCN(C(=O)N(C)C)CC2)c(C)c1 | 101 | 104 | 0 | 1 | 16 | -6 | 1.1 | -10 | -3 | -5 | 103
O=C(c1ccccc1-c1ccccc1)N1CCCC1 | 94 | 100 | 0 | 2 | 28 | 1 | 0.3 | -1 | 2 | 0 | 96
CCN(CC)CCCn1c(C)cc2c(c1=O)C(c1ccccc1)C(C#N)=C(N)O2 (stereo not given) | 101 | 100 | -5 | 0 | 17 | -1 | 0.1 | -5 | -3 | -6 | 99
O=C1Nc2ccccc2S/C1=C/Nc1cccc(Cl)c1 | 110 | 106 | 1 | 1 | 12 | -1 | 0.1 | 1 | -3 | -3 | 111
CC1(C)CC(=O)C2=C(C1)N(c1ccccc1)C(=O)CC2c1ccsc1 (stereo not given) | 100 | 103 | 0 | 2 | 25 | -6 | 1.1 | -13 | -5 | -8 | 97
CCOc1ccc(-c2nnn(CC(=O)NCc3ccc(F)cc3)n2)cc1OCC | 97 | 103 | 0 | 1 | 15 | -1 | 0.1 | -1 | -5 | -2 | 95
NC(=O)c1ccc(C(F)(F)F)cn1 | 115 | 103 | 0 | 2 | 15 | -2 | 0.3 | -5 | 0 | -2 | 108
Cc1cccc(C(=O)Nc2ccccc2SCC(=O)Nc2ccc(C)c(Cl)c2)c1 | 101 | 99 | -3 | 8 | 15 | -13 | -0.1 | -8 | -9 | -11 | 97
C/C(N)=C(/C#N)C(=O)CSc1ccc2c(c1)OCCO2 | 98 | 104 | 0 | 2 | 63 | -4 | 0.4 | -5 | -4 | -2 | 103
COC(=O)C1C(=O)C=C(Nc2ccc(F)cc2)CC1c1ccc(OC)cc1 (stereo not given) | 86 | 100 | -3 | 4 | 12 | -5 | 0.8 | -11 | -6 | -5 | 101
O=C(CCCSc1nc2ccccc2[nH]1)N1CCN(c2ccc([N+](=O)[O-])cc2)CC1 | 104 | 104 | 3 | 6 | 51 | -9 | 9.3 | -10 | -3 | -8 | 106
CCCC1CCC(c2ccc(C(N)=O)cc2)CC1 (stereo not given) | 94 | 98 | 2 | -2 | 31 | 1 | -0.5 | -4 | 1 | 2 | 97
CCOc1ccc(NC(=O)CSc2nc3[nH]ncc3c(=O)n2-c2ccccc2OC)cc1 | 104 | 102 | -2 | -5 | 22 | -1 | 0.8 | 1 | -5 | -6 | 107
CCS(=O)(=O)N1CCN(c2c(Cl)cccc2[N+](=O)[O-])CC1 | 106 | 106 | -1 | 3 | 6 | 0 | 0.4 | -3 | 0 | 5 | 106
O=C(c1cccc(COCC(F)(F)C(F)F)c1)N1CCN(c2ccccc2)CC1 | 103 | 102 | 0 | 4 | 24 | -10 | 0.7 | -19 | -10 | -13 | 110
O=C(OCc1cc2ccccc2[nH]c1=O)c1ccncc1 | 96 | 99 | -5 | 60 | 25 | -11 | 1.0 | -22 | -9 | -11 | 96
Cc1ccccc1NC(=S)NCCc1c[nH]c2ccccc12 | 100 | 95 | 2 | 1 | 6 | 8 | -0.3 | 9 | -2 | 4 | 102
CCOc1ccccc1N1CCN(C(=O)/C=C/c2cccc([N+](=O)[O-])c2)CC1 | 98 | 103 | -8 | 3 | 18 | -2 | 0.3 | -3 | -9 | -5 | 95
O=C(NC1CCCC1)c1ccc(CSc2nc3ccncc3n2Cc2ccc(F)cc2)cc1 | 113 | 106 | -6 | 2 | 13 | -1 | -0.1 | 0 | -8 | -11 | 104
O=C(c1ccc(COc2ccccc2Br)o1)N1N=C(C(F)F)CC1(O)C(F)F (stereo not given) | 99 | 102 | -1 | 7 | 7 | -5 | 0.2 | 0 | -4 | -3 | 102
CC1(C)CC(C(CC(=O)O)c2ccccc2)CCO1 (stereo not given) | 86 | 81 | -3 | 2 | 26 | -1 | 0.8 | -3 | -3 | 0 | 97
O=C(Cc1ccccc1)NC1c2ccccc2-c2ccccc21 | 99 | 99 | 3 | 10 | 10 | -3 | 0.6 | -2 | 1 | -6 | 102
CC(=O)Nc1cc(-c2nn(CC(=O)N3CCCCC3)c(=O)c3ccccc23)ccc1N1CCOCC1 | 102 | 102 | 0 | 2 | 35 | -13 | 0.6 | -17 | -25 | -11 | 105
CC(C)(C)c1cc(C(=O)NCC(=O)OCC(=O)c2cccc([N+](=O)[O-])c2)cc(C(C)(C)C)c1 | 102 | 94 | 0 | 2 | 5 | -2 | 0.5 | 0 | -2 | -1 | 104
CCN(CC(=O)Nc1ccc2c(c1)OCCO2)C(=O)/C=C/c1ccccc1 | 104 | 107 | -1 | 3 | 14 | 0 | -0.4 | -5 | 0 | -3 | 111
O=C(O)C(Cc1ccccc1)n1cccc1 (stereo not given) | 99 | 99 | 0 | 8 | 59 | -8 | 0.7 | -12 | -3 | -6 | 100
Cc1ccc2c(c1)nnn2C1CCN(C(=O)C2CCCCC2)CC1 | 98 | 96 | 5 | 0 | 10 | -4 | 0.5 | -12 | 0 | -5 | 96
C=CCOCCN1C(=O)C2C3C=CC(C2C1=O)C1C2C(=O)N(CCOCC=C)C(=O)C2C31 (stereo not given) | 96 | 99 | -6 | -5 | 6 | -4 | -0.5 | 0 | -3 | -6 | 95
CC(=O)OCC(OC(C)=O)C(OC(C)=O)C(OC(C)=O)C(=O)Nc1ccc(C)cc1C (stereo not given) | 94 | 99 | 0 | 2 | 51 | -10 | 1.1 | -11 | -10 | -6 | 100
O=C(Nc1nnc(-c2ccccn2)o1)c1cccc(Br)c1 | 98 | 101 | -5 | 1 | 13 | -4 | -0.2 | -6 | -8 | -6 | 101
CCOC(=O)c1cc(C(=O)c2cc(Br)ccc2O)coc1=N | 101 | 100 | 0 | 2 | 11 | 0 | 0.1 | -4 | 0 | 0 | 97
CCOc1ccc(NC(=O)C(c2ccccn2)N(C(=O)CCl)c2ccc(OC)cc2)cc1 (stereo not given) | 99 | 99 | 0 | 0 | 5 | -1 | 0.5 | 2 | -3 | -10 | 104
O=C(Nc1scc(-c2ccccc2)c1C(=O)O)c1ccco1 | 109 | 107 | 0 | 1 | 52 | 2 | 0.1 | 2 | 0 | 1 | 103

Complete entries as entered above:
`C=CCOCCN1C(=O)C2C3C=CC(C2C1=O)C1C2C(=O)N(CCOCC=C)C(=O)C2C31` (stereo not given) as listed: RGS4-Gao reg = 96; RGS8-Gao reg = 99; Bcl-W Bim block = -6; ABCG2 block = -5; GSH fluor = 6; Bcl-2 Bim block = -4; ABCB1 inh = -0.5; Bim-Bfl-1 = 0; Bcl-XL Bim block = -3; Bcl-B Bim block = -6; RGS7-Gao = 95
`CCN(CC(=O)Nc1ccc2c(c1)OCCO2)C(=O)/C=C/c1ccccc1` as listed: RGS4-Gao reg = 104; RGS8-Gao reg = 107; Bcl-W Bim block = -1; ABCG2 block = 3; GSH fluor = 14; Bcl-2 Bim block = 0; ABCB1 inh = -0.4; Bim-Bfl-1 = -5; Bcl-XL Bim block = 0; Bcl-B Bim block = -3; RGS7-Gao = 111

Taken from above:
Under RGS4-Gao reg, `O=C(Nc1scc(-c2ccccc2)c1C(=O)O)c1ccco1` has 109
Under RGS8-Gao reg, `C=CCOCCN1C(=O)C2C3C=CC(C2C1=O)C1C2C(=O)N(CCOCC=C)C(=O)C2C31` (stereo not given) has 99

Bioassay records (PubChem)
